Screens (PubChem BioAssay)
CDK5 p35 inh – inhibitors of human CDK5/p35 kinase, primary screen, biochemical, single concentration; Cyclin-dependent kinase 5 (Homo sapiens) + Cyclin-dependent kinase 5 activator 1 (Homo …; Recombinant CDK5/p35, ADP-Glo luminescence, 60 min; inhibition, % at 10 µM; 330,000 compounds, 0.01% hits; AID 488839, 2010;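 active = highest replicate inhibition of at least 50% and at least 75% of replicates reaching 50%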;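 note: plate controls were DMSO neutral control for no effect and GW8510 at 10 µM for full effect; many of its hits are not listed in these tables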
Target sequence (Q00535 whole entry, looked up): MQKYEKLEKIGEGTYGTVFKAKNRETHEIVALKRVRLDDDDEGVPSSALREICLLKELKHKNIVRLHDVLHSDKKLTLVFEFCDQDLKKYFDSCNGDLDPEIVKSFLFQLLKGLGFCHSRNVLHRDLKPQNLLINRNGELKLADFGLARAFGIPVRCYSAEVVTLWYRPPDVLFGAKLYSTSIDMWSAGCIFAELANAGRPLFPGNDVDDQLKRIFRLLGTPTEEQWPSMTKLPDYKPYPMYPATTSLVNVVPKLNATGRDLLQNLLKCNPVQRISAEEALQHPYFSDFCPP
Target sequence (Q15078 whole entry, looked up): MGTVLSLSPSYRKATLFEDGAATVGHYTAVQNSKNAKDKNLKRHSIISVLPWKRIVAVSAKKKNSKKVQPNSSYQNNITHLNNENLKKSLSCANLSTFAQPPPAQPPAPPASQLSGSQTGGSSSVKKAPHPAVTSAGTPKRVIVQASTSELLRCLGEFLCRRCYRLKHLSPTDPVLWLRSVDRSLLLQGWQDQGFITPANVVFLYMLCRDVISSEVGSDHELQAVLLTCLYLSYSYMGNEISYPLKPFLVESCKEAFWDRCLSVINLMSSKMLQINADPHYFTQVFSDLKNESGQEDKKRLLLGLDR
CAL PDZ FP-1 – untagged CAL PDZ binding inhibitors, primary screen, biochemical, fluorescence polarization, HTS; purified CAL PDZ, TMR-peptide fluorescence polarization, 1 h; inhibition, % at 24.9 µM; 300,000 compounds, 0.92% hits; AID 602252, 2012;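 active = mean inhibition of at least 30% with at least half of replicates also reaching 30%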;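 note: 0% = DMSO neutral control and 100% = excess unlabeled competitor peptide PRC23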
CAL PDZ FP-2 – CAL PDZ peptide-binding inhibitors, primary screen, biochemical, fluorescence polarization, Cer-tagged CAL PDZ, HTS; purified CAL PDZ, TMR-peptide fluorescence polarization, 1 h; AID 504414, 2011; 330,000 compounds, 0.02% hits; inhibition, % at 20 µM;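 active = highest replicate inhibition of at least 40%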;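 note: plate controls were DMSO neutral control wells for no effect and unlabeled competitor peptide control wells for full effect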
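material = purified tagged CAL PDZ domain construct (CerCALP) | compound dosing = 20 µM, one dose | times = 1 h at RT | measured by = fluorescence polarization from S- and P-plane intensities, G-factor corrected | read-out = inhibition from polarization loss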
dFosB act – activators of delta FosB homodimer, primary screen, biochemical, fluorescence polarization, TAMRA-CDK5 oligo, single point. 340,000 compounds, 0.99% hits. purified delta FosB; percent of positive-control signal above neutral wells. Protein FosB (Mus musculus), P13346. activation, % at 25 µM. AID 493131, 2011;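 active = mean activation above about 17%, with every replicate also reaching it, limit read from the data, passing the limit was not always enough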;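 note: fluorescence polarization rise as delta FosB binds a TAMRA Cdk5 AP-1 oligo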
MITF act – activators of MITF-driven TRPM1 promoter reporter, primary screen, cell-based, SK-MEL-5, luciferase, single point | SK-MEL-5 TRPM1-promoter luciferase, 24 h; % of positive control, neutral wells = 0 | activation, % at 12.5 µM | 300,000 compounds, 0.75% hits | AID 588334, 2011;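 active = mean activation of at least 80% with every replicate also reaching 80%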;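 note: 0% = neutral control wells and 100% = parthenolide positive control wells; values of inactives mirror those of a sister screen read the other way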
RTF Ca sens act – cardiac RTF calcium sensitivity activators, primary screen, biochemical, IANBD-TnC fluorescence, EC20 calcium | Troponin I, cardiac muscle (Homo sapiens) + Troponin T, cardiac muscle (Homo sapiens) + … | IANBD-labeled TnC RTF fluorescence at EC20 calcium; 0% EC20 calcium, 100% full calcium | activation, % at 7.2 µM | 340,000 compounds, 0.24% hits;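 active = activation above the mean over all tested compounds plus 3 SD, cut at about 30% in these data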;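 note: rise in fluorescence read as greater calcium sensitivity of cardiac thin filaments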
Rtt109 Vps75 – inhibitors of C. albicans Rtt109/Vps75 HAT, primary screen, biochemical, ThioGlo CoA-SH fluorescence, plate reader; Histone acetyltransferase RTT109 (Candida albicans (strain SC5314 / ATCC MYA-2876)), …; purified Rtt109/Vps75, 4 h; inhibition, % at 34.9 µM; 330,000 compounds, 0.16% hits; AID 540336, 2011;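 active = inhibition of at least 50% in every replicate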
Target sequence (Q5AAJ8 whole entry, looked up): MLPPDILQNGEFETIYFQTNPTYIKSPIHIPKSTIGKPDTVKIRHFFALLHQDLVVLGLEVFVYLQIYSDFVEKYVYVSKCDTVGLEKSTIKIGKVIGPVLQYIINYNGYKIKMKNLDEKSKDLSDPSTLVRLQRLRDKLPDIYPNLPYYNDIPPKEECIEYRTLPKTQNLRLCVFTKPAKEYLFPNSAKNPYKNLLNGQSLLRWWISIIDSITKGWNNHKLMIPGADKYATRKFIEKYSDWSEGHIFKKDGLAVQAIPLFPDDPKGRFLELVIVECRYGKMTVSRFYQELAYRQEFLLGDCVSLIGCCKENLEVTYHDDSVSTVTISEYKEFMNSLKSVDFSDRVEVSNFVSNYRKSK
Tat transport – E. coli Tat export inhibitors, primary screen, MC4100, TorA-mCherry reporter, fluorescence, single point; 340,000 compounds, 0.036% hits; inhibition, % at 10 µM;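 active = mean replicate inhibition at least 50% and at least half of replicates individually reaching 50%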;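 note: exported cargo escapes ClpAP degradation while cytoplasmic cargo is degraded and loses fluorescence; 0% = median of neutral control wells and 100% = median of NaSCN control wells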
V-ATPase pH – regulators of yeast V-ATPase proton pumping, primary screen, pHLuorin cytosolic pH fluorescence. S. cerevisiae. response, % at 10 µM. 350,000 compounds, 0.37% hits. AID 504577, 2011; in the data active = response mostly above about 7.3%, no sharp cut-off; inactive = mostly below about 5.4%; note: actives read high; inactives centre near 0; some compounds called inactive have numbers as strong as hits; reference of the scale not given here
Wnt act – Wnt/beta-catenin pathway activators, primary screen, cell-based, plate reader, single point; Wnt/beta-catenin reporter cell assay, activator; activation, % at 9.35 µM; 300,000 compounds, 1.2% hits; AID 743398, 2014; in the data active = activation above about 30%, passing the limit was not always enough;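 note: 0% = neutral control wells and 100% = positive control wells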
An asterisk follows results filed as active; x = not tested or not shown.

The first 12 entries as a preview:
CDK5 p35 inh	CAL PDZ FP-1	CAL PDZ FP-2	dFosB act	MITF act	RTF Ca sens act	Rtt109 Vps75	Tat transport	V-ATPase pH	Wnt act	smiles
-1.2	-3	-3.0	1	15	-8	7	-4	-5	1	NC(=O)c1nsc(C(=O)N(c2cccc(F)c2)C(C(=O)NCC2CCCO2)c2c[nH]c3ccccc23)c1N (stereo unspecified)
-0.2	-9	-1.2	48*	x	0	3	4	3	-4	CCCSc1nc2c(cnn2-c2ccc(F)cc2)c(=O)[nH]1
1.9	-3	0.2	2	4	10	2	14	2	x	CC1CCCCN1CC(=O)Nc1ccccc1Sc1ccccc1 (stereo unspecified)
-4.3	4	x	-5	-15	5	0	8	-1	-1	Cc1ccc(NC(=O)C[n+]2ccn(C3=C([O-])c4ccccc4C3=O)c2)cc1
0.9	x	0.3	1	14	-2	3	-6	0	0	COc1nccc(C(F)(F)F)c1C(=O)NC(=O)Nc1c(C)cccc1C
0.1	3	-1.8	-6	x	-1	-10	8	2	-2	CCCn1c(N)c(C(=O)CSc2nnc(C3CC3)n2Cc2ccccc2)c(=O)[nH]c1=O
-1.5	-3	-1.0	-12	1	-1	2	2	2	2	CCOP(=O)(OCC)/C(C#N)=C/c1ccc(-c2ccc(F)cc2F)o1
1.1	-2	-1.8	-1	0	-7	35	-8	-2	-2	COc1ccc(/C=C(/NC(=O)c2ccccc2)C(=O)N2CCCCC2)cc1
0.5	1	-2.1	-2	78	-4	-14	1	2	0	O=C(N/N=C\c1ccc(F)cc1)c1ccc(F)cc1
-8.7	0	-1.6	0	36	7	-5	2	-3	1	CCc1c(C(=O)Nc2ccccc2C(N)=O)csc1C
1.0	2	0.0	-4	-17	4	3	-7	-1	-8	O=C(CSc1ccc(-c2ccco2)nn1)NCc1ccc(F)cc1
2.9	5	0.9	2	x	5	4	0	1	-1	COc1ccc2c(c1OC)C(=O)OC2

All compounds of this part, from the first entry:
CDK5 p35 inh	CAL PDZ FP-1	CAL PDZ FP-2	dFosB act	MITF act	RTF Ca sens act	Rtt109 Vps75	Tat transport	V-ATPase pH	Wnt act	smiles
-1.2	-3	-3.0	1	15	-8	7	-4	-5	1	NC(=O)c1nsc(C(=O)N(c2cccc(F)c2)C(C(=O)NCC2CCCO2)c2c[nH]c3ccccc23)c1N (stereo unspecified)
-0.2	-9	-1.2	48*	x	0	3	4	3	-4	CCCSc1nc2c(cnn2-c2ccc(F)cc2)c(=O)[nH]1
1.9	-3	0.2	2	4	10	2	14	2	x	CC1CCCCN1CC(=O)Nc1ccccc1Sc1ccccc1 (stereo unspecified)
-4.3	4	x	-5	-15	5	0	8	-1	-1	Cc1ccc(NC(=O)C[n+]2ccn(C3=C([O-])c4ccccc4C3=O)c2)cc1
0.9	x	0.3	1	14	-2	3	-6	0	0	COc1nccc(C(F)(F)F)c1C(=O)NC(=O)Nc1c(C)cccc1C
0.1	3	-1.8	-6	x	-1	-10	8	2	-2	CCCn1c(N)c(C(=O)CSc2nnc(C3CC3)n2Cc2ccccc2)c(=O)[nH]c1=O
-1.5	-3	-1.0	-12	1	-1	2	2	2	2	CCOP(=O)(OCC)/C(C#N)=C/c1ccc(-c2ccc(F)cc2F)o1
1.1	-2	-1.8	-1	0	-7	35	-8	-2	-2	COc1ccc(/C=C(/NC(=O)c2ccccc2)C(=O)N2CCCCC2)cc1
0.5	1	-2.1	-2	78	-4	-14	1	2	0	O=C(N/N=C\c1ccc(F)cc1)c1ccc(F)cc1
-8.7	0	-1.6	0	36	7	-5	2	-3	1	CCc1c(C(=O)Nc2ccccc2C(N)=O)csc1C
1.0	2	0.0	-4	-17	4	3	-7	-1	-8	O=C(CSc1ccc(-c2ccco2)nn1)NCc1ccc(F)cc1
2.9	5	0.9	2	x	5	4	0	1	-1	COc1ccc2c(c1OC)C(=O)OC2
0.4	4	-0.1	-4	-2	-1	-7	5	-2	-2	Cc1ccc(C)c(C(=O)CSc2nnc(C)s2)c1
-0.3	-1	-2.1	8	5	2	10	9	9	-1	CC(=O)Nc1nc(C)c(CCC2OCCO2)c(=O)[nH]1
x	0	-1.6	-5	-19	0	-3	2	4	-5	COc1cc(CNS(=O)(=O)c2ccc3c(c2)CC(C)N3C(=O)C2CCC2)cc(OC)c1OC (stereo unspecified)
2.5	-6	2.0	-5	0	-5	7	1	-1	-2	CC(C)(C)OC(=O)N1CCCC1C(=O)NC(Cc1ccccc1)C(=O)O (stereo unspecified)

Overlap with the part before: two entries; new compounds follow.
CDK5 p35 inh	CAL PDZ FP-1	CAL PDZ FP-2	dFosB act	MITF act	RTF Ca sens act	Rtt109 Vps75	Tat transport	V-ATPase pH	Wnt act	smiles
x	0	-1.6	-5	-19	0	-3	2	4	-5	COc1cc(CNS(=O)(=O)c2ccc3c(c2)CC(C)N3C(=O)C2CCC2)cc(OC)c1OC (stereo unspecified)
2.5	-6	2.0	-5	0	-5	7	1	-1	-2	CC(C)(C)OC(=O)N1CCCC1C(=O)NC(Cc1ccccc1)C(=O)O (stereo unspecified)
-0.5	-3	-0.7	1	31	5	-2	-9	3	3	CCn1cc(/C=N\NC(=O)c2c[nH]c3ccccc23)c(C)n1
1.1	-1	-0.9	-7	12	-1	-3	6	3	0	O=C(COC(=O)/C=C/c1cccc(C(F)(F)F)c1)NC1CCCCCC1
0.1	x	1.1	-3	6	-7	-1	3	1	0	CC1CCC(NC(=O)CCS(=O)(=O)c2ccc3c(c2)NC(=O)CO3)CC1 (stereo unspecified)
2.4	2	-0.2	40*	84*	2	3	-12	7	x	O=C(Nc1ccc(N2CCCC2)cc1)c1ccc(Br)o1
1.0	0	x	9	2	7	-1	4	1	-4	O=C(Oc1ccc(Cl)cc1)c1ccc2nccnc2c1
-1.8	1	-0.4	-1	-2	5	1	6	2	-6	CCC1=Nc2cc(C(=O)NCCCN3CCOCC3)ccc2Sc2ccccc21
-0.6	-3	-1.1	-4	x	-3	-7	-11	-2	-2	CC(C)n1c2ccccc2c2nnc(SCC(=O)OCN3C(=O)c4ccccc4C3=O)nc21
0.8	7	0.4	4	4	0	3	-3	0	-5	O=C(CN1C(=O)c2ccccc2S1(=O)=O)Nc1ncc([N+](=O)[O-])s1
-0.3	1	-2.0	-3	1	4	x	-6	-4	0	Cc1ccccc1CN(c1ccc(C(=O)N2CCCC2)cc1)S(C)(=O)=O
0.2	-4	-0.6	-3	11	-1	18	7	3	x	CC1(C)CC(=O)c2c(oc3cc(O)c(O)cc23)C1
-13	3	0.1	2	11	10	12	11	-1	0	O=C(c1n[nH]c(=O)c2ccccc12)N1CCN(Cc2ccc3c(c2)OCO3)CC1
-0.2	1	-0.5	-7	-5	-2	5	-5	3	-1	CC(CC(=O)N1CCN(c2ccccc2)CC1)S(=O)(=O)c1ccc2c(c1)NC(=O)CS2 (stereo unspecified)
1.2	-4	-2.2	0	-4	-4	-1	-3	-1	-4	O=S(=O)(Nc1ccccc1Cl)c1cc(NC(=S)NCCN2CCOCC2)ccc1Cl
0.7	-6	-1.7	-3	x	0	13	5	-1	0	COc1ccc(N2C(=O)CC(SCc3ccc(Cl)cc3)C2=O)cc1 (stereo unspecified)
1.9	-10	-2.2	-8	2	2	-32	9	-1	-1	Cc1c(C)c2c(OCC(=O)N[C@@H](Cc3ccccc3)C(=O)O)cc3c(c2oc1=O)CCC(C)(C)O3
1.6	-4	-0.8	-2	6	12	2	12	-6	3	NC(=O)c1nnn(-c2cccc(C(F)(F)F)c2)c1-c1ccccc1
0.2	x	-0.9	-4	-1	-2	-7	4	2	-9	CCC(C)c1ccc(OCC(=O)Nc2ccc3[nH]c(=O)[nH]c3c2)cc1 (stereo unspecified)
0.3	-8	-0.4	-12	6	-1	11	-5	-2	3	O=C(CCNC(=O)c1ccc([N+](=O)[O-])cc1)NNC(=O)c1ccncc1
0.4	4	-1.0	1	3	-5	3	2	0	-1	O=C(/C=C/Nc1ccccc1)C(F)(F)F
0.2	-7	-0.3	59*	14	-2	2	1	-2	0	O=C(Nc1ccc(N2CCCC2)cc1)c1ccc(Br)cc1
-1.5	-3	x	4	6	0	8	7	4	-1	COC(=O)Nc1c(C)nn(Cc2ccccc2C)c1C
-1.7	-2	0.6	-2	-5	-2	-2	4	1	-2	COc1ccc(CN(CCC(C)C)S(=O)(=O)c2ccccc2Br)c(OC)c1
-0.2	-3	-3.4	-10	7	1	5	-3	1	-1	O=C(NCc1ccccc1Cl)C1CCCN(C(=O)Nc2ccc(F)cc2)C1 (stereo unspecified)
-0.6	x	-0.2	-5	95*	-1	9	-1	-2	38*	Cc1ccc(CONC(=O)c2ccc(C)cc2)cc1
-0.5	-2	-2.4	4	-3	-3	-13	-5	0	-3	Cn1c(=O)c(S(=O)(=O)C(C)(C)C)c(O)c2ccccc21
0.2	0	-1.4	-1	-6	-4	-11	-5	-4	-4	COc1cc(S(=O)(=O)N2CCN(C)CC2)ccc1Cl
-5.7	3	-1.4	-2	48	3	4	-5	-4	1	N=c1c2ccccc2nnn1-c1ccc(C(F)(F)F)cc1
1.2	x	1.2	35*	x	-3	-5	-7	-1	x	O=C(N/N=C/c1cc([N+](=O)[O-])ccc1Cl)c1ccc2nc[nH]c2c1
-1.0	0	-1.0	2	-9	-2	-4	0	2	x	Cc1ccc(NC(=O)Cn2cccc2C2=NC(c3ccccc3)CO2)c(C)c1 (stereo unspecified)
0.2	-3	0.8	-8	8	1	-5	-1	1	1	COc1cc(NC(=S)NCCCN(C)C)c(OC)cc1NC(=O)c1ccco1
-0.3	-4	-2.4	-7	-5	5	30	0	-2	-1	O=C(NCCCn1ccnc1)/C(=C\c1ccc(Br)cc1)NC(=O)c1ccccc1F
-1.5	-7	0.7	3	-3	-1	-19	-1	-2	-2	Cc1c(NC(=O)C2CCCCC2)cc(C(=O)N2CCOCC2)cc1[N+](=O)[O-]
2.5	1	-1.7	-6	-5	-8	x	-8	-8	x	CC(/C=C1\N=C(SCc2ccccc2)SC1=O)=C\c1ccccc1
0.9	-7	-0.5	1	-6	-1	-1	8	0	x	Cc1ccc(CNC(=O)CCC(=O)c2cccs2)cc1
1.0	-1	-0.7	-2	-5	10	-12	8	-3	x	CC1C2CC(CC1(C)C)N(C(=O)Nc1ccc3nccnc3c1)C2 (stereo unspecified)
0.1	16	-0.8	-4	6	6	-4	-5	0	x	COc1ccc(C(=O)NCc2ccc3c(c2)OCO3)cc1S(=O)(=O)N(C)Cc1ccccc1
-0.5	6	-0.2	-9	-20	3	0	0	-6	-6	O=C(Nc1ccc(S(=O)(=O)NC2=NCCCCC2)cc1)c1ccc(Cl)c([N+](=O)[O-])c1
2.2	2	-1.2	-15	118*	-1	-1	14	-1	26	COc1ccc(COc2ccc3ccc(=O)oc3c2)cc1
